Bioassay records from PubChem BioAssay.
NR5A2 inv ag: suppresses constitutive activity of human LRH-1; 0.13% of 360,000 active; inhibition, % at 3.6 µM; HEK293T StAR-luciferase reporter, LRH-1 transfected, 24 h;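 active = inhibition above the mean inhibition of all tested compounds plus 3 SD, cut at about 73% in these data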;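 note: 0% = DMSO wells and 100% = reporter-only cells lacking LRH-1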
TROY signal inh: TROY signaling inhibition | Q293 LMP1-TROYcd NF-kB luciferase reporter, 4 h | inhibition, % at 10 µM | 0.98% of 360,000 active | AID 1347056;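 active = compounds whose plate-normalised and pattern-corrected inhibition of the luciferase reporter signal at the single screening dose is 50% or more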
TRAIL sens C8: sensitizes caspase-8 expressing cells to TRAIL; inhibition (viability loss, TRAIL sensitization), % at 10 µM; 1% of 360,000 active; AID 624354; NB7+C8 cells + TRAIL, ATPlite viability luminescence;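 active = compounds causing at least 50% loss of cell viability in the single-dose screen, relative to plate controls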
EBV LMP1 NFkB: reduces LMP1-driven NF-kappaB luciferase signal. LMP1-induced NF-kappaB luciferase reporter cells, luminescence. inhibition, % at 12.5 µM. 0.69% of 350,000 active. AID 504558; in the data active = inhibition above about 41%;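 note: 0% = neutral control wells and 100% = reference inhibitor control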
NCOA1 inh: inhibitors of human steroid receptor coactivator 1 (SRC1); 0.12% of 360,000 active; HEK293 GAL4-SRC1 luciferase reporter, luminescence; Q15788; inhibition, % at 3.6 µM;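 active = inhibition above the campaign mean plus 3 SD, with each screening campaign given its own cutoff, cut at about 60% in these data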;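 note: 0% = DMSO treated cells and 100% = gossypol at 36 µM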
SRC2 inh: human SRC2 (NCOA2) inhibition | Q15596 | HEK293 GAL4-SRC2 luciferase reporter, luminescence | inhibition, % at 9 µM | 0.17% of 370,000 active | AID 651957;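 active = inhibition above the mean inhibition of all tested compounds plus 3 SD, set per campaign, cut at about 52% in these data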;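 note: 0% = DMSO treated cells and 100% = cells given Gossypol at 36 µM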
NOD2-RIPK2 inh: inhibitors of human NOD2-RIPK2 interaction; O43353; CHO BLA complementation NOD2-RIPK2, CCF4 ratio; inhibition, % at 4.98 µM; 0.38% of 360,000 active; in the data active = inhibition above about 21%;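 note: 0% = vehicle only and 100% = reference blocker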
TLR9-MyD88 inh: inhibitors of human TLR9-MyD88 binding | Q9NR96+Q99836 | CHO BLA complementation TLR9-MyD88, CCF4 FRET ratio | inhibition, % at 4.98 µM | 0.21% of 340,000 active;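 active = inhibition above the mean over all tested compounds plus 3 SD, cut at about 21% in these data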;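 note: 0% = DMSO only wells and 100% = clavulanate BLA inhibitor control wells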
NCOA3 inh: inhibitors of human steroid receptor coactivator 3 (SRC3); Q9Y6Q9; HEK293 GAL4-SRC3 luciferase reporter, luminescence; inhibition, % at 3.6 µM; 0.17% of 360,000 active;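 active = inhibition above a per-campaign cutoff, the mean of all compounds plus 3 SD, cut at about 60% in these data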;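 note: 0% = DMSO-treated cells and 100% = gossypol-treated cells at 36 µM; higher means less SRC3-driven luciferase light from the GAL4 reporter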
Target sequence (Q9Y6Q9 whole entry, looked up, the tested form may be a part): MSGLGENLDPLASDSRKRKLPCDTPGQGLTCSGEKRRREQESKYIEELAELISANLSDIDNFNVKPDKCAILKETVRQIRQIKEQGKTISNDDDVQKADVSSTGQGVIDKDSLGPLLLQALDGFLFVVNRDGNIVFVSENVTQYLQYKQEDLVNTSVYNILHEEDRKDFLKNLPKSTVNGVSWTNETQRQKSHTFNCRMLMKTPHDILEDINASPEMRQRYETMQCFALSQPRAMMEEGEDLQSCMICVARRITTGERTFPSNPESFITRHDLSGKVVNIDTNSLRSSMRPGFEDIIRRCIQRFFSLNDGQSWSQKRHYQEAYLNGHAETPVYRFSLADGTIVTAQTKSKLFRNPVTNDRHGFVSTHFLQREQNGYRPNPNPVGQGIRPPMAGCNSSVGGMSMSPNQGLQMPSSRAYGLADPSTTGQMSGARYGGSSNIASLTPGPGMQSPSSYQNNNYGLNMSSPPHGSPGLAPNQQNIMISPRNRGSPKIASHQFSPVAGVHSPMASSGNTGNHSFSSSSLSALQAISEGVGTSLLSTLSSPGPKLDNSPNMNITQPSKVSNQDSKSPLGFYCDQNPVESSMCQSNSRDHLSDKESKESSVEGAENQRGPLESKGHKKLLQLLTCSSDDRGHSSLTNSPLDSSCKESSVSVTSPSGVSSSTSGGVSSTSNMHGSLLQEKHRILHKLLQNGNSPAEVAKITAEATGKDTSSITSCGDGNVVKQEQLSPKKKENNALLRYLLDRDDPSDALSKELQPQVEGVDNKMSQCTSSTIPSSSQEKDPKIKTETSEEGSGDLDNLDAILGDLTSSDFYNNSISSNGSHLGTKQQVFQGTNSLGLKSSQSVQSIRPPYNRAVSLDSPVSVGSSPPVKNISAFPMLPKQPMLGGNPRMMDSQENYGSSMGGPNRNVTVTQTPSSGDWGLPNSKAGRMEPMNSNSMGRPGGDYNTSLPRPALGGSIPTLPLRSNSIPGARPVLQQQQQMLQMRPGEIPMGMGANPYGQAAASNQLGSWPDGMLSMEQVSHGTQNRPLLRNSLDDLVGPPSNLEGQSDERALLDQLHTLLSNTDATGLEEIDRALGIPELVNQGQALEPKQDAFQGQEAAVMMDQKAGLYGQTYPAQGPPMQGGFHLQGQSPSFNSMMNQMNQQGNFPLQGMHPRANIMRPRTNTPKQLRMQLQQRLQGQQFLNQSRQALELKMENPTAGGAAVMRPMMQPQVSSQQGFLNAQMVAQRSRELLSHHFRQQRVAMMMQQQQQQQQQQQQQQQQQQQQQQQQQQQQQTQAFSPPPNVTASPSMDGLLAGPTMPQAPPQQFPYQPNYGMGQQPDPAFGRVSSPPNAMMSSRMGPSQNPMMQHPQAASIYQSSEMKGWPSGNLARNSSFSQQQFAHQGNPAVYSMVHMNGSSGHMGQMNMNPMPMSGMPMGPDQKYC
NR2F2 inh: NR2F2 (human) inhibition, primary screen; P24468; HEK293T NGFI-A luciferase reporter, luminescence; inhibition, % at 8.6 µM; 0.7% of 370,000 active; AID 686940;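 active = inhibition above a per-plate cutoff, mean inhibition of test wells between control levels plus 3 SD, cut at about 38% in these data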;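 note: cells cotransfected with COUP-TFII expression vector driving the NGFI-A reporter; 0% = median of COUP-TF2 test wells and 100% = reporter-only cells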
TWEAK-Fn14 inh: inhibitors of TWEAK-Fn14 interaction signaling | inhibition, % at 10 µM | 2% of 360,000 active | AID 1159606 | TWEAK-stimulated Fn14 reporter cells, luciferase luminescence, 8 h; in the data active = inhibition above about 50%
* = called active by the depositor; x = no result given. Not all compounds are listed. The share of hits here may be higher or lower than overall.

nr	Structure	SRC2 inh	NR2F2 inh	NOD2-RIPK2 inh	TLR9-MyD88 inh	NR5A2 inv ag	NCOA3 inh	TWEAK-Fn14 inh	TROY signal inh	NCOA1 inh	EBV LMP1 NFkB	TRAIL sens C8
1	O=C(Nc1nc2c(Cl)c(Cl)ccc2s1)C1CC1	-21	-22	-4	-8	3	-12	18	-16	-3	-5	-6
2	Cc1ccc(C)c(N2CCN(C(=O)CCCOc3cc(=O)n(C)c4ccccc34)CC2)c1	-4	17	12	-7	-15	-1	40	13	1	-7	13
3	COc1ccc(-c2cn3cccnc3n2)cc1Br	-30	-14	-12	-14	-27	-12	-24	-38	-58	-5	7
4	CCCCn1c(N)c(N2CCOCC2)c(=O)n(CC(=O)NC(C)c2ccccc2)c1=O (stereo not drawn)	-12	-6	-8	-2	-6	4	-4	24	-7	-1	-3
5	CC(C)=C(c1ccc(Cl)cc1)c1c(N)ncnc1N	-27	-2	-8	-2	-4	-2	-21	-21	10	-12	-9
6	Cc1ccc(OCC(=O)N/N=C\c2ccncc2)c(C)c1	-35	-9	-9	13	9	23	12	8	3	-3	2
7	CCN(CC)S(=O)(=O)c1ccc(NC(=O)C2CCCO2)cc1 (stereo not drawn)	14	-8	-1	13	10	10	14	-13	5	4	-5
8	Cc1cc(NCc2ccc(F)cc2Cl)n2nnnc2n1	-35	7	-13	-39	5	18	3	-12	5	-5	-13
9	COc1ccc(CNC(=O)c2cc3c(=O)[nH]c4ccccc4c3n2C)cc1	-25	6	-12	-11	-14	-1	-10	12	-30	11	-6
10	C=CS(=O)(=O)N(Cc1ccccc1)[C@H](CO)CC(C)C	11	12	8	0	0	3	14	-10	-15	-1	-9
11	CC1(C(=O)NS(=O)(=O)c2ccccc2)CCN1C(=O)c1cccc2ccccc12 (stereo not drawn)	-4	3	-13	x	2	-3	-3	-7	-8	x	-4
12	CCOc1ccc(Oc2c(C)oc3cc(O)ccc3c2=O)cc1	8	15	-6	-4	1	0	8	-4	-10	-18	-5
13	CCN1CCN(C(=O)C(C)Sc2nnc3nc(C)cc(C)n23)CC1 (stereo not drawn)	-17	15	-5	2	13	-52	3	-21	-1	2	-3
14	NC1=Nc2cccc3cccc1c23	16	10	1	6	9	9	-2	8	-11	11	0
15	COCCCN(CCC#N)C(=O)c1c(-c2c(Cl)cccc2Cl)noc1C	25	8	5	-6	11	0	25	2	-12	-1	20
16	CN1CCN(S(=O)(=O)c2ccc(Sc3nc4ccccc4[nH]3)c3nsnc23)CC1	-38	13	-13	-11	-8	-6	-7	-45	-4	-7	-13
17	COC(=O)C(NC(=O)CCc1c(C)nc2c(c(C)nn2-c2ccccc2)c1C)C(C)C (stereo not drawn)	15	-11	1	9	3	13	8	-13	11	35	7
18	COc1ccc(N2CCN(C(=O)c3cccc4nc(C)oc34)CC2)cc1	-16	10	-2	-2	0	17	4	2	12	6	5
19	CC1(C)Cc2c(cnn2-c2cccc(F)c2)C(NC(=O)Cn2cccn2)C1 (stereo not drawn)	-21	5	6	-3	8	-12	-9	-7	-14	0	-3
20	COc1ccc(CCNS(=O)(=O)CCNC(=O)c2ccccc2)cc1	-11	6	1	-4	-13	-4	-9	1	-4	0	7
21	C#CCN(C[C@@H]1[C@@H](OC(=O)NCc2ccc(OC)c(OC)c2)[C@@H](OC(=O)NCc2ccc(OC)c(OC)c2)Cn2c(=O)ccc(=O)n21)S(=O)(=O)c1ccc(C)cc1	12	13	-8	-1	49	-20	7	10	-14	-4	13
22	Cc1ccccc1OCCNC(=O)CSc1ccc(C(F)(F)F)cc1[N+](=O)[O-]	-8	2	-14	-13	-4	0	1	-19	-6	-13	-13
23	O=C(NNC(=S)NCCCN1CCOCC1)c1ccncc1	-14	-6	-8	-22	9	0	-5	-17	5	-12	7
24	CCc1ccc(S(=O)(=O)Nc2ccc(Br)cn2)cc1	3	1	4	-8	4	-3	0	-10	-5	-6	12
25	CC(C)CCNc1nc2c(cc1C#N)COC(C)(C)C2	3	-7	-10	-5	-6	8	-73	2	1	-16	-23
26	CCNC(=O)C1(C)CCCN1Cc1ccccc1Cl (stereo not drawn)	5	-11	0	x	18	-1	-9	-10	-3	x	-7
27	O=C(C[C@H]1C[C@H](C(=O)N2CCOCC2)[C@@]2(CCC3CCCC3)c3[nH]c4cc(-c5ccco5)ccc4c3CCN2C1=O)NCc1ccco1	12	5	-2	-3	-21	5	29	1	4	19	-2
28	NC(=O)C1(N2CCCC2)CCN(Cc2ccccc2)CC1	14	-12	-11	-4	25	4	5	-2	12	6	-10
29	CC(=O)c1ccc(NC(=O)C(C)Oc2ccc(N(C)S(=O)(=O)c3ccc(C)cc3)cc2)cc1 (stereo not drawn)	1	-25	3	-4	-4	-20	-23	6	0	4	-8
30	O=c1c2cc(O)c(O)cc2oc2cc(O)c(C3OC(CO)C(O)C(O)C3O)c(O)c12 (stereo not drawn)	6	-5	8	10	-6	1	25	10	-17	9	-9
31	Cc1nnc(CN(C)C(=O)c2cc(COc3ccc(C)c(C)c3)on2)o1	-19	-12	-4	-10	-18	-23	-18	-21	-12	-4	9
32	CCc1ccc(NC(=O)CCCn2nc(CC)n3c(cc4occc43)c2=O)cc1	10	-13	-6	0	13	11	-23	-1	7	6	-8
33	CC(C)CC(=O)Nc1ccc(Oc2ccc3c(c2)C(=O)NC3=O)cc1	-5	-11	1	1	-14	-2	-1	24	-5	-3	-12
34	O=C(O)C1CCN(S(=O)(=O)c2ccc3[nH]ccc3c2)CC1	2	-14	1	-1	13	-18	12	4	-1	4	-8
35	COC(=O)CN(c1nc(C)cc(OC)n1)S(=O)(=O)c1ccc(C)cc1	8	10	-19	-2	-3	19	12	-7	3	1	-1
36	CN(CC(=O)Nc1ccccc1Sc1ccccc1)C1CCCCC1	8	4	-6	-5	15	22	-4	-6	-10	-22	10
37	S=C(NC1CCCC1)N1CCN(c2ccc(Cl)cc2)CC1	-6	10	0	8	-9	-8	9	1	-31	-1	2
38	Cc1ccc(-c2nn(CC(=O)NCc3ccccn3)c(=O)c3ccccc23)cc1S(=O)(=O)N(C)C	6	5	-1	x	11	4	-1	-2	-4	-6	-5
39	Cc1cc(CNC(=O)c2cccc(OC3CCN(S(=O)(=O)N(C)C)CC3)c2)on1	-48	-8	-2	4	-53	-56	-20	-22	-65	-12	-4
40	Cc1ccccc1Oc1nnc(-c2cccs2)c2ccccc12	7	15	10	2	5	4	11	-1	-2	-4	-7
41	CCC(C)N(C(=O)CSc1nnc(NC(C)C)s1)C1CCS(=O)(=O)C1 (stereo not drawn)	-3	-7	8	-6	-2	4	5	16	-21	3	-21
42	CC(C)(C)NC(=O)Cc1ccc(Cl)c(Cl)c1	-16	8	-6	-4	-2	9	1	-3	-11	-2	-6
43	C[N+]1(CC(O)COCC2COc3ccccc3O2)CCOCC1 (stereo not drawn)	6	-6	0	0	4	14	13	-16	18	0	-8
44	Cc1cccc(NC(=O)Cn2c(=O)n(CC3CCCO3)c(=O)c3ccccc32)c1 (stereo not drawn)	10	21	-5	-2	-14	4	17	-11	0	-3	5
45	O=C(Cn1cccc1C(=O)c1ccccc1)NCc1cccc(Cl)c1	-40	-26	-10	1	-13	-11	-24	-34	-16	-21	-2
46	Cc1cc(C(=O)N/N=C/c2ccncc2)c(C)o1	-29	-21	-2	-3	2	1	-15	-12	20	-5	-5
47	COc1ccc(NC(=O)COC(=O)CNS(=O)(=O)c2ccc(F)c(F)c2F)cc1OC	11	-9	-5	16	6	10	-11	6	-1	6	-10
48	CCOc1ccc(Cl)cc1-c1cc(C(=O)NCCOC)[nH]n1	6	7	-5	x	6	-16	-1	5	9	x	-1
49	CCCCNC(=O)C(C#N)c1nc2ccccc2nc1N1CCN(Cc2ccc3c(c2)OCO3)CC1 (stereo not drawn)	x	x	-11	-7	-8	15	1	8	-11	-2	20
50	CCOC(=O)c1ccc(NC(=O)Nc2nc3ccccc3s2)cc1	-21	13	-7	5	13	-4	5	-7	-2	-2	3
51	C=CCn1c(C(C)NC(=O)c2ccc(C)cc2)n[nH]c1=S (stereo not drawn)	-7	-14	-5	-2	6	19	27	7	7	-2	-7
52	Cc1noc(C)c1COC(=O)COc1ccc(-c2ccccc2)cc1	4	-3	0	0	-5	8	-3	5	-11	-4	-22
53	CC(C)C(=O)Nc1nnc(SCC(=O)NCc2ccco2)s1	10	3	-6	0	3	9	-14	3	-1	-1	-2
54	CC(=O)c1cc(OC(=O)c2ccncc2)ccc1OC(=O)c1ccncc1	-4	-11	1	1	17	8	0	12	-4	3	-5
55	O=C1NC[C@H](CCCCN2CCN(CC3CCCCC3)C(=O)C2=O)N(Cc2ccccc2)C1=O	1	1	-5	x	2	x	-2	5	x	x	-19
56	COCc1cc(CN2CCCC(CNC(=O)c3ccc(F)cc3)C2)ccc1OC (stereo not drawn)	-21	-7	2	3	7	10	4	-13	-17	2	-2

(further entries)
nr	Structure	SRC2 inh	NR2F2 inh	NOD2-RIPK2 inh	TLR9-MyD88 inh	NR5A2 inv ag	NCOA3 inh	TWEAK-Fn14 inh	TROY signal inh	NCOA1 inh	EBV LMP1 NFkB	TRAIL sens C8
57	CCc1ccccc1NC(=O)CCNS(=O)(=O)c1cc(Br)cnc1N	28	0	-5	-7	4	3	31	23	-38	0	-5
58	CCCNC(=O)C1(C)CCN(C(=O)c2ccc(F)c(Cl)c2)C1 (stereo not drawn)	6	5	-10	x	6	-6	-2	-19	4	x	-29
59	CCn1c(C)nc2cc(-c3nnc(-c4c(-c5ccccc5)noc4C)o3)ccc21	-9	1	13	-8	3	10	7	22	7	6	22
60	CCCOC(=O)c1c(-c2ccc(OC)cc2)oc2ccc(-c3ccc(OC)nc3)cc12	4	-30	-2	3	10	-27	-6	-18	-7	-2	-1
61	CC(=O)NCC(=O)OC(C)C(=O)Nc1ccc(C(C)=O)cc1 (stereo not drawn)	-6	-1	5	8	31	9	13	-7	-11	1	11
62	O=c1c(-c2ccc(O)cc2)coc2c(C3O[C@H](CO)[C@@H](O)[C@H](O)[C@H]3O)c(O)ccc12 (stereo partly drawn)	-17	10	3	4	-12	6	8	9	-35	0	1
63	Cc1ccccc1COc1ccc(-c2nn[nH]n2)cc1	-44	6	-10	-2	-4	-12	1	-31	-17	1	-8
64	Clc1cccc(Cc2c(-c3ccccc3)nc3ccc(Cl)cn23)c1	-41	-14	-12	x	-54	-31	-8	6	-37	x	-6
65	Cc1onc(-c2c(F)cccc2Cl)c1C(=O)Nc1cccc(S(=O)(=O)N2CCOCC2)c1	9	12	-6	-12	-2	15	-4	9	2	-1	-10
66	COC(=O)c1ccccc1NC(=O)CSc1n[nH]c(-c2cccnc2)n1	10	-2	-9	2	-6	2	1	11	1	4	-4
67	O=C(OCCN1CCOCC1)c1ccc(Cl)cc1Cl	-15	-15	9	-10	1	-14	-2	-45	-95	-6	4
68	COc1cccc(OC)c1NC(=O)CN(C)S(=O)(=O)c1ccc2c(c1)OCCO2	6	2	-8	-3	-2	-6	-5	-4	-14	0	9
